Screening data as filed in PubChem.
GPT2 inhibitor: GPT2 alanine aminotransferase inhibition | Recombinant GPT2, coupled pyruvate oxidase/HRP Amplex Red fluorescence | Potency, µM (highest dose often 57.7 µM), for the others: at the highest dose activity change, negative = inhibition, actives largely listed as inhibitors | actives 0.25% (n = 100,000) | AID 1671188; further: potency means the concentration at half of the fitted maximal effect; nearly all actives have a fitted effect of over 60% in size; many of its hits are not listed in these tables
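GPT2 10ng/uL, a-KG 250uM, L-Ala 2mM, HEPES pH7.5 + 0.0001% Tween; 30 min RT. Then Amplex mix (PO/HRP/ThPP), 30 min RT dark, fluorescence. AOA 50uM used as positive control.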
IP6K1 inhibitor: blocks human inositol hexakisphosphate kinase 1; Q92551; IP6K1 kinase, ADP-Glo luminescence, 2 h; hits give low values; activity change, % (series mostly up to about 58 µM); actives 0.81% (n = 140,000); AID 1645851; in the data active means activity change below about -25%
Target sequence (Q92551 whole entry, looked up): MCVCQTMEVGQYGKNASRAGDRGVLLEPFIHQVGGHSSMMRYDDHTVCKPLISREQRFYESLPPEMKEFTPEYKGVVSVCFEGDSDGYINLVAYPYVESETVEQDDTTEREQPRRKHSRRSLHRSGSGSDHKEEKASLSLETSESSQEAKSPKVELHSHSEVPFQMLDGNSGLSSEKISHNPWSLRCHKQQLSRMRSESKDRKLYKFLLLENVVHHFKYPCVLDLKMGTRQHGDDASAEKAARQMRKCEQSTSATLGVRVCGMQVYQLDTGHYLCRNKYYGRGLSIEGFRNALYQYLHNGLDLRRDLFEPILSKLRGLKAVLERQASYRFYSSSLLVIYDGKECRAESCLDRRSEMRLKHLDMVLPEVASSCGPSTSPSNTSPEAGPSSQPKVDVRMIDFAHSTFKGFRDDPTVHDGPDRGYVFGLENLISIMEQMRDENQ
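ADP-Glo luminescence measures ADP made by human IP6K1 during a 2 h RT reaction with ATP/IP6 (mix at 1.3 mM/130 uM); top library doses 57.5 and 19.1 uM final.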
HEK293 viab: reduces viability of HEK-293 SNCA reporter cells | HEK-293-SNCA-luc viability, GF-AFC fluorescence, 24 h | Potency, µM (series often up to 57.1 µM), for inactives: at the highest dose activity change, negative = cytotoxicity, actives largely listed as cytotoxic | actives 0.12% (n = 150,000) | AID 1671193;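 further: potency means the concentration at half of the fitted maximal effect; 0% = DMSO-treated cells and -100% = medium-only wells without cells; nearly all actives have a fitted effect of over 30% in size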
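Cytotoxicity counterscreen: after 24 h compound treatment of genome-edited SNCA-luciferase HEK-293 cells, live-cell protease substrate GF-AFC read by fluorescence after 30 min; activity scaled between DMSO (0%) and medium-only (-100%), curves Hill-fitted.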
FLuc inh: Photinus pyralis luciferase inhibition; Potency, µM (highest dose often 115 µM), for the others: at the top dose activity change, negative = inhibition, usual class: inhibitors; AID 1347043; P08659; actives 2.5% (n = 76,000); purified P. pyralis luciferase, luminescence, biochemical; further: potency means the concentration at half of the fitted maximal effect; nearly all actives have a fitted effect of over 65% in size
Target sequence (P08659 whole entry, looked up): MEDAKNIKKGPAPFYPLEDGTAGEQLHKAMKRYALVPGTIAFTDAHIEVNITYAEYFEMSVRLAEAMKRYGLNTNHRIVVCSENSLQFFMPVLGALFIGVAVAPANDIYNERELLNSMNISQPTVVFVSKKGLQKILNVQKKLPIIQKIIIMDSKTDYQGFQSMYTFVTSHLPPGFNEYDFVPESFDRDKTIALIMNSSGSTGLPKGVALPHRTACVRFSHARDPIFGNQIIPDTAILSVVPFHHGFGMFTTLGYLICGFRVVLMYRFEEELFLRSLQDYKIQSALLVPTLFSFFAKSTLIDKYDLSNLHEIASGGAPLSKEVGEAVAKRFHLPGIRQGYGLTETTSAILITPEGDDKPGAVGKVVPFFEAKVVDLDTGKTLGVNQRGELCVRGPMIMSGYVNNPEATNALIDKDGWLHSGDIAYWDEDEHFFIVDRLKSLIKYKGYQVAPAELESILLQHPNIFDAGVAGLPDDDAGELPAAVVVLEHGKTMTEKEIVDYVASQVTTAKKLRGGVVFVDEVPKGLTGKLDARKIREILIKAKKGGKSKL
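Inhibitors were tested against purified firefly luciferase in a biochemical, low-substrate format (both substrates at 10uM) and luminescence measured with a CCD imager.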
HEK293 tox: kills HEK 293 cells. HEK 293 viability, ATP luminescence (CellTiter-Glo), 48-72 h. Potency, µM (series often up to 115 µM), for inactives: at the highest dose activity change, negative = cytotoxicity, hits mostly inhibitors. actives 6.6% (n = 94,000). AID 1345083; further: potency means the concentration at half of the fitted maximal effect; nearly all actives have a fitted effect of over 60% in size
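Pintool-delivered compounds were incubated with HEK 293 cells (250 cells/well) at 37 degree Celsius for 48 or 72 hr. ATP-dependent luminescence (CellTiter-Glo) then reported remaining viable cells.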
3T3 cytotox: kills NIH 3T3 cells; actives 4.3% (n = 94,000); NIH 3T3 viability, CellTiter-Glo ATP luminescence, 48-72 h; Potency, µM (doses to about 96.7 µM), without a hit: at the highest dose activity change, negative = cytotoxicity, most hits filed as inhibitors; further: potency means the concentration at half of the fitted maximal effect; nearly all actives have a fitted effect of over 55% in size
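First NIH 3T3 cells are plated at 400 cells/well; next compound is pinned in; then plates incubate 48 or 72 hr at 37 °C; finally CellTiter-Glo is added and luminescence read after 10 min.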
SNCA expr inhib: SNCA gene expression inhibition; actives 0.17% (n = 140,000); AID 1671194; HEK-293 SNCA-luciferase knock-in, luminescence, 24 h; Potency, µM (highest dose often 57.2 µM), for the others: at the highest dose activity change, negative = inhibition, most hits filed as inhibitors;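 further: potency means the concentration at half of the fitted maximal effect; plate controls were DMSO cells for no effect and cell-free wells for full effect; nearly all actives have a fitted effect of over 45% in size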
* = called active by the depositor; i = inactive; ? = inconclusive; . = no result given; [ ] = dose if it differs, or a comment. Unless noted, the call rests on the fitted dose curve; in most records, active means well fitted curve in the direction sought with a large enough effect; inconclusive means small, poorly fitted or top-dose-only effect, or another doubt; inactive means no such curve, though single readings can be large; an effect the other way counts as inactive or inconclusive. Unless noted, on the % scale 0 is the no-effect control and ±100 the full control effect.

SMILES	GPT2 inhibitor	IP6K1 inhibitor	HEK293 viab	FLuc inh	HEK293 tox	3T3 cytotox	SNCA expr inhib
CCOc1ccc(NC(=O)c2cc3nc(-c4ccc(OC)cc4)cc(C(F)(F)F)n3n2)cc1	.	40.4	6.1%	.	.	.	2.4%
COc1cc2c(cc1NS(=O)(=O)c1cccc(C#N)c1)n(C)c(=O)n2C	.	-7.5	-3.9%	.	.	.	-28.8%
CCN(CC)C(=O)C1=C(C)Nc2nc3ccccc3n2C1c1cccc(OC)c1 (stereo not given)	.	-11.7	-3.4%	.	.	.	0.4%
Cn1cc(C(=O)NCCc2noc(-c3ccncc3)n2)cn1	i	24.9	-19.2%[12.5 µM]	5.9%	8.8%	3.4%	-11.1%
CCOc1ccccc1C1NC(=O)N(CC(=O)Nc2ccc3c(c2)CCC3)C2=C1C(=O)OC2 (stereo not given)	i	0.5	3.7%	-13.8%	?	-27.9%	?
CCN(CC)S(=O)(=O)c1ccc2c(c1)N(CC(=O)N1CCN(c3cccc(OC)c3)CC1)C(=O)CO2	.	-6.2	?	.	.	.	0.1%
COCCN1C(=O)[C@@H]2C[C@@H](CN2C(=O)Nc2ccccc2)Oc2ccccc21	-3.1%[88.5 µM]	-0.3	5.2%[87.6 µM]	11.6%[172 µM]	-6.6%[172 µM]	-0.2%[138 µM]	-29.6%[87.6 µM]
CC1CCN(CC2CCN(C(=O)NCc3ccccc3)CC2)CC1	.	-13.2	-6.1%	.	.	.	10.3%
C=CCN(CC=C)Cc1c(C(=O)N2CCN(C3CCCCC3)CC2)nc2ccccn12	-28.8%	6.3	-9.5%	0.0%	?	-20.4%	-0.5%
Cc1ccc(C(=O)Nc2cc3cc(Cl)ccc3oc2=O)cc1	.	5.6	-3.8%	.	.	.	-18.9%
CC(C)COc1ccc(C(=O)N2CCC(c3nc4ccccc4s3)CC2)cc1	.	-12.6	-2.2%	.	.	.	-3.8%
NC(=O)NCc1cn(C2CCN(Cc3ccc4occc4c3)CC2)nn1	-10.4%	5.4	-2.6%	-1.0%	i	i	3.4%
CCOC(=O)c1c(NC(=O)c2cc(-c3ccc(Cl)cc3)on2)sc(C)c1C	.	-4.7	3.2%	.	.	.	-14.0%
Cc1cnc(CCNC(=O)CC(C)C)n1Cc1ccc(F)cc1	-2.3%	2.5	6.3%	2.7%	i	0.0%	0.1%
O=C1CC2CCN(Cc3ccc(F)c(F)c3F)CC2CCN1 (stereo not given)	-0.8%	-16.9	3.6%	.	-3.3%	0.7%	0.9%
COc1ccc(CNc2nc(SCc3ccccc3Cl)nc3ccccc23)cc1	.	20.7	6.2%	.	.	.	?
Fc1ccc(Nc2ncnc3onc(-c4cccc(Cl)c4)c23)c(F)c1	.	-1.1	-0.8%	.	.	.	31.7%[activator]
CCOc1ccccc1CN1CCCOCCNC(=O)[C@@H]2CCCC[C@@H]21	i	4.5	-19.0%	-16.0%	?	?	-22.5%
CCC(CC)C(=O)Nc1ccc(S(=O)(=O)N2CCC(c3nc4ccccc4s3)CC2)cc1	.	3.2	4.2%	.	.	.	-3.4%
O=C(c1ccc(F)cc1)N1CCN(C(=O)c2nc3cccnc3n(Cc3ccccc3)c2=O)CC1	-7.0%	-4.3	-5.6%	.	-7.4%	-9.5%	-2.9%

Next part (4 carried over from the part before).
SMILES	GPT2 inhibitor	IP6K1 inhibitor	HEK293 viab	FLuc inh	HEK293 tox	3T3 cytotox	SNCA expr inhib
Fc1ccc(Nc2ncnc3onc(-c4cccc(Cl)c4)c23)c(F)c1	.	-1.1	-0.8%	.	.	.	31.7%[activator]
CCOc1ccccc1CN1CCCOCCNC(=O)[C@@H]2CCCC[C@@H]21	i	4.5	-19.0%	-16.0%	?	?	-22.5%
CCC(CC)C(=O)Nc1ccc(S(=O)(=O)N2CCC(c3nc4ccccc4s3)CC2)cc1	.	3.2	4.2%	.	.	.	-3.4%
O=C(c1ccc(F)cc1)N1CCN(C(=O)c2nc3cccnc3n(Cc3ccccc3)c2=O)CC1	-7.0%	-4.3	-5.6%	.	-7.4%	-9.5%	-2.9%
O=C(Nc1cccc(OCc2cc(=O)n3ccccc3n2)c1)c1ccccc1Br	.	-7.7	-12.7%	.	.	.	32.8%[activator]
COc1cc(OC)c(NC(=O)C2=C(C)C(=O)OC23CCCCCC3)cc1Cl	.	-99.8*	1.8%	.	.	.	18.0%
CN(Cc1ccccc1)C(=O)[C@H]1C[C@@H](O)[C@H](O)[C@@H]2N=C(Nc3ccc(-n4cccn4)cc3)S[C@@H]21	-1.7%	1.0	1.6%	12.6µM*	?	-27.3%	45.1%[activator]
COc1ccc(CCNS(=O)(=O)c2ccc3c(c2)c(=O)n(C)c(=O)n3C)cc1OC	.	6.8	-7.6%	.	.	.	11.2%
COCCN1C(=O)[C@H]2CN(C(=O)c3ccncc3)C[C@H]2C1=O	i	-17.9	0.4%	0.0%	-5.5%	-18.3%	-5.6%
O=C(Nc1cccn2cnnc12)c1ccc(S(=O)(=O)NCCO)cc1	2.5%	-4.5	-5.9%	2.4%	0.4%	-2.3%	-9.0%
CN1CC(=O)N(c2ccccc2F)Cc2c(NC3CCOCC3)ncnc21	?	12.3	6.2%	.	0.8%	-17.6%	16.2%
CCc1ccc(N2CCn3c2nc2c3c(=O)n(CCCc3ccccc3)c(=O)n2C)cc1	.	-4.4	2.0%	.	.	.	34.9%[activator]
CSc1ccc(CCNC(=O)Cn2ncn3c(cc4ccccc43)c2=O)cc1	.	-2.7	8.3%	.	.	.	-8.0%
COc1ccc(-c2noc(-c3cccn3CC(=O)Nc3ccccc3F)n2)cc1F	-10.2%	14.7	-3.4%	-3.4%	-4.4%	4.7%	41.2%
O=C(N[C@H]1CCN2C(=O)c3cc(-c4ccsc4)ccc3NC(=O)[C@H]12)C1CCCC1	-36.3%[88.5 µM]	-2.4	-3.6%[87.6 µM]	?	-12.3%[172 µM]	?	33.7%[activator][87.6 µM]
CC(C)Cn1c(=O)n(C)c(=O)c2[nH]cnc21	i	.	20.1%	.	.	.	25.2%
O=C(COc1ccccc1)NC1CCc2nnc(C3CC3)n2CC1 (stereo not given)	i	-10.7	-11.5%	1.5%	1.7%	-4.5%	-17.9%
O=C(Nc1ccc2[nH]ncc2c1)C1CCC1	4.3%	8.3	18.2%	.	.	.	.
COc1ccc(S(=O)(=O)N(CC(=O)Nc2cccnc2)c2ccc(Cl)cc2)cc1	.	7.3	-24.4%	.	.	.	-21.7%
O=C(NC1CCCCC1)c1ccc2c(c1)N(Cc1ccc(Cl)cc1)C(=O)c1ccccc1S2(=O)=O	.	15.0	8.1%	.	.	.	-8.5%
COc1ccc(C(C)NC(=O)c2noc(-c3ccc(C)cc3)n2)cc1OC (stereo not given)	i	-3.4	7.0%	-18.0%	?	-6.0%	9.2%
Cc1nn(C)c(C)c1CCC(=O)NCCn1c(C)cnc1C1CC1	i	15.9	14.6%	.	i	-6.1%	4.5%
COc1ccc(Cl)cc1N=C1NC(=O)CC(C(=O)Nc2ccccc2C(F)(F)F)S1 (stereo not given)	.	4.1	1.5%	.	.	.	-9.8%
COc1cccc2c1cc1c(=O)n(CC(=O)N3CCN(c4ccccc4F)CC3)nc(C)n12	.	-15.8	-17.9%	.	.	.	1.1%
COc1ccc(-c2nc(C)c(CCNC(=O)c3cc(OC)c(OC)c(OC)c3)s2)cc1OC	.	1.4	?	.	.	.	43.9%[activator]
CN(C1CCc2nn(C)c(=O)n2CC1)S(=O)(=O)c1ccc2c(c1)OCCO2 (stereo not given)	-7.2%	0.0	6.5%	-12.1%	-5.5%	-10.0%	-12.4%
CS(=O)(=O)c1ccc(CN2CCN3C(=O)N(C4CCOCC4)C[C@H]3C2)cc1	0.2%[88.5 µM]	11.9	-0.8%[87.6 µM]	4.6%[172 µM]	-24.5%[172 µM]	-19.2%[138 µM]	-12.0%[87.6 µM]
O=C(Cn1nc2c(cc1=O)CCCCC2)Nc1nc(-c2cccnc2)cs1	3.4%	-3.6	0.5%	7.6%	?	-29.6%	-7.4%
O=[S+]([O-])(CCC(F)(F)F)N1CCCN(c2ccc3nnc(-c4ccccc4)n3n2)CC1	.	4.1	.	.	?	?	.
Cc1ccc(NC(=O)CCNc2cnc3cnccn23)cc1F	?	25.8	1.6%	0.0%	-15.1%	-15.6%	-28.7%
COc1ccc(-c2cc(C(=O)NC3CC3)c3c(C4CCCN4)noc3n2)cc1 (stereo not given)	-7.2%	2.2	10.6%	.	-19.7%	-8.5%	26.5%
Cc1cccc(C)c1-c1nc(C(=O)NCc2ccsc2)n2ccccc12	-3.8%	-0.7	5.8%	-10.6%	?	?	12.8%
CC(C)CCN1CC(CN[S+](=O)([O-])c2ccccc2)C2(C1)CN(c1ccccc1)C2 (stereo not given)	?	3.0	-9.2%[87.6 µM]	2.7%[172 µM]	?	44.7µM*	3.2%[87.6 µM]
O=C(NCc1csc2c1CCCC2)C(c1cccnc1)N1CCOCC1 (stereo not given)	-16.3%	9.6	0.2%	-4.8%	-29.4%	-15.7%	5.2%
Cc1cc(C(=O)N[C@@H]2CN(Cc3ccccc3)C[C@H]2CN(C)C)n(C)n1	i	2.0	10.6%	7.2%	-12.7%	-14.8%	-19.9%
Cc1nn(-c2ccccc2)c(-n2cccc2)c1C(=O)NCCc1ccc(Cl)cc1	.	2.7	2.5%	.	.	.	-12.4%
O=C1CC(c2nc3ccccc3n2CCCCOc2ccccc2)CN1c1ccccc1Cl (stereo not given)	.	-1.7	?	.	.	.	?
O=C(c1ccccn1)N1CCCC(C(=O)N2CCCC(c3nc4ncccc4[nH]3)C2)C1 (stereo not given)	i	2.2	-1.4%	.	-6.3%	2.4%	3.5%
COc1ccc(CCNC(=O)c2ccc3c(c2)sc2nc(-c4ccc(C)cc4)cn23)cc1OC	.	6.9	4.3%	.	.	.	160.1%[activator]
Cc1ccc(-n2nc(CC(N)=O)nc2CCn2ccc(=O)[nH]c2=O)c(C)c1	0.4%	11.7	-4.5%	-14.0%	-6.1%	-0.7%	-16.1%
CCn1cc(S(=O)(=O)N2CC(Oc3ccc(-c4nc(C)no4)cc3)C2)cn1	i	8.9	15.7%	-4.7%	?	-23.2%	-14.4%
COC(=O)CNC(=O)c1nc(-c2cc(Cl)cc(Cl)c2)c2ccccn12	-10.8%	2.0	8.9%	-3.9%	35.5µM*	-15.1%	28.3%
COc1ncccc1-c1n[nH]c2c1CC(=O)N(c1ccccc1)C2	i	24.0	1.6%[87.6 µM]	-5.9%[172 µM]	2.1%[172 µM]	?	-25.4%[87.6 µM]
CN(CCCc1nccn1C)C(=O)[C@H]1CNC[C@H](C(=O)N2CCOCC2)C1	i	1.6	-4.9%	7.1%	-3.0%	-5.0%	11.8%
CC(Sc1nc(-c2ccccc2)c(C#N)c(=O)[nH]1)C(=O)Nc1ccc(F)cc1 (stereo not given)	.	-6.4	-5.5%	.	.	.	-19.8%

An excerpt, so the mix of outcomes need not match the whole.
